# From PubChem
# PrPC surface inh: reduces human prion protein on the cell surface; P04156; cell surface PrPC, TR-FRET read-out; inhibition, % at 13.8 µM; hit rate 0.43% among 370,000; in the data active = inhibition above about 24%; note: 0% = median of the test wells and 100% = reference compound wells
# 3CLpro inhibitor: SARS-CoV 3CLpro protease inhibition; inhibition, % at 6 µM; AID 1706; hit rate 0.14% among 290,000; recombinant SARS-CoV 3CLpro, quenched FRET peptide cleavage; in the data active = inhibition above about 12%
# PfHsp40 rescue: compounds rescuing yeast from Plasmodium falciparum HSP40 toxicity; S. cerevisiae expressing PfHsp40, growth rescue, ATP luminescence; growth rescue, % at 12.5 µM; hit rate 0.68% among 340,000; AID 504582; in the data active = growth rescue above about 28%, passing the limit was not always enough; inconclusive = no clear call, values can overlap the other calls;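 note: yeast W303a lacking pdr1 and pdr3 grown in galactose medium; growth measured after three days at 30 °C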
# SSB-PriA inh: blocks PriA binding to SSB C-terminal tail | AlphaScreen SSBct-PriA binding, biotinylated peptide | hit rate 0.6% among 430,000 | inhibition, % at 33 µM; in the data active = inhibition mostly above about 37%, no sharp cut-off; inactive = mostly below about 20%;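 note: plate controls were negative control peptide for no effect and reference peptide for full effect; strong numbers were not always called active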
# Yp Topo-I inh: blocks Yersinia pestis topoisomerase I activity; Y. pestis Topo-I cleavage product accumulation, plate reader; activity, % at 10 µM; hit rate 0.064% among 360,000; in the data active = activity above about 50%, passing the limit was not always enough; inconclusive = no clear call, values can overlap the other calls; note: inactives centre near 2
# BoNT-A LC inh2: inhibitors of Botulinum neurotoxin A light chain protease; multiplex microsphere protease substrate cleavage, flow cytometry; inhibition, % at 10 µM; hit rate 0.17% among 360,000; note: plate controls were buffer without enzyme for full effect and enzyme alone for no effect
# TcdB GH inh: inhibitors of Clostridioides difficile toxin B glycohydrolase | P18177 | TcdB glycohydrolase enzymatic assay, plate reader | inhibition, % at 9.99 µM | hit rate 0.24% among 350,000 | AID 652162; in the data active = inhibition above about 10%
# Anthrax LF inh2: anthrax lethal factor protease inhibition. AID 588501. inhibition, % at 10 µM. hit rate 0.12% among 360,000. P15917. multiplex microsphere protease cleavage assay, LF; note: plate controls were buffer without enzyme for full effect and enzyme alone for no effect
# Target sequence (P15917 whole entry, looked up): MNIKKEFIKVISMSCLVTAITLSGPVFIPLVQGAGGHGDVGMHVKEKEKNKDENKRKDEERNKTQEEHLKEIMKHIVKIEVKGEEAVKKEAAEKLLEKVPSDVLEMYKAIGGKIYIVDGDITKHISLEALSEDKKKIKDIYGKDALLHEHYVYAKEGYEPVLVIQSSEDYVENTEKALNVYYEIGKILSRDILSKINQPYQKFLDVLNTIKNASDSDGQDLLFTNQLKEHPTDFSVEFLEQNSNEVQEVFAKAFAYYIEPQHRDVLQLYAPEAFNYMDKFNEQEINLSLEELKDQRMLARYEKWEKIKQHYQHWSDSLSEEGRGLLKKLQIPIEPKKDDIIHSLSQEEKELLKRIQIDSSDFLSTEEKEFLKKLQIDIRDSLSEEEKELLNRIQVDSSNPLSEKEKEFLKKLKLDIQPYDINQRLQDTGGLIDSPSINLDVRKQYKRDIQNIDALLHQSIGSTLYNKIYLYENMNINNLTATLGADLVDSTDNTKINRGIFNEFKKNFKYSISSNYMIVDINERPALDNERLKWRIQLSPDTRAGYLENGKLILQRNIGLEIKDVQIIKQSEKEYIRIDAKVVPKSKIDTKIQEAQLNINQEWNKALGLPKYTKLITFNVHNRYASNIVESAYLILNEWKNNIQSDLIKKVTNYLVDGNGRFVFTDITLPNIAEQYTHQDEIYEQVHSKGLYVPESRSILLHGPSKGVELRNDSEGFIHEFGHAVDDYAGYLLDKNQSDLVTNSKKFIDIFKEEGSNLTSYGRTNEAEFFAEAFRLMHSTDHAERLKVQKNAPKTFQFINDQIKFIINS
# Vc quorum ag: inducers of Vibrio cholerae quorum light production without autoinducers. V. cholerae BH1578 lux reporter, luminescence, 6 h. AID 588436. activation, % at 18.7 µM. hit rate 0.16% among 350,000; in the data active = activation mostly above about 9.7%, no sharp cut-off; inconclusive = no clear call, values can overlap the other calls; inactive = mostly below about 3.7%; note: not every result past the cut was called active; inactives centre near 0; reference of the scale not given here
# * marks the source's active call; other numbers are inactive results; i = inactive; ? = inconclusive; . = not tested or not shown; & = joins results of further samples. Cut-off read from the data, not from the text of the source, unless noted: active = inhibition above about 30%; inconclusive = no clear call, values can overlap the other calls; inactive = below that. Not all compounds are listed. The share of hits here may be higher or lower than overall.
SMILES,PrPC surface inh,3CLpro inhibitor,PfHsp40 rescue,SSB-PriA inh,Yp Topo-I inh,BoNT-A LC inh2,TcdB GH inh,Anthrax LF inh2,Vc quorum ag
CC(C)C[C@H](N)C(=O)N1CCC(C(=O)N[C@H](C(=O)NC(C)c2ccccc2)C(C)C)CC1 (stereo not given in full),13,0,0.8,-18,8,-1.0,-3.2,-7,-0.6
Cc1ccc(N(CC(=O)NCc2ccccc2Cl)S(=O)(=O)c2c(C)noc2C)cc1,-3,4,3.6,-4,40,-0.1,2.5,0,i
Cc1ccccc1C(=O)NC(=S)Nc1sc2c(c1C#N)CCCC2,2,6,71*,-10,-5,0.0,.,0,i
Cn1c2ccccc2c(=O)c2c(=O)n(C3CCCCCC3)c(C3CCCCC3)nc21,1,4,0.8,-3,17,0.2,-0.7,0,-0.1
Cn1cc(Cl)c(C(=O)OCC(=O)c2ccccc2)n1,-2,5,0.5,-20,-4,-7.0,0.9,-12,-1.2
Cc1nc(N)[nH]c(=O)c1CCCNc1ccc([N+](=O)[O-])cc1,-15,.,0.3,-4,-1,-5.2,1.1,7,i
CCc1ccc(OCC2NCCc3cc(OC)c(OC)cc32)cc1 (stereo not given),-5,1,0.8,14,4,2.3,-1.4,0,-0.3
Cc1ccc(S(=O)(=O)NCC(=O)N(CC(=O)NCC2CCCO2)Cc2ccccc2Cl)cc1 (stereo not given),-2,1,-0.6,-2,14,-0.9,-0.5,-2,-0.3
Cc1cccc(-n2c(SCC(=O)N3CC(=O)Nc4ccccc43)nc3ccccc3c2=O)c1C,18,0,1.4,12,3,0.7,0.6,-1,-0.3
O=C(CNC(=O)c1ccc(Br)o1)NCC1CCCO1 (stereo not given),-7,-2,0.7,10,-4,2.3,-3.4,0,1.7
CCc1ccc(-c2csc3ncn(CC(=O)N4CCOCC4)c(=O)c23)cc1,4,5,-1.4,1,4,0.3,.,-4,i
O=C(Nc1ccc(F)cc1)Nc1ccccc1C(=O)NCCN1CCNC1=O,7,-2,.,-7,3,.,2.9,.,-0.3
COC(=O)[C@@H]1C[C@H]1[C@@H](NC(=O)c1cc(C)on1)c1ccccc1,3,.,-0.1,17,-10,-0.1,1.0,-10,1.2
CCOc1ccc(C(=O)OCC(=O)N2CCCC2)cc1,-1,-1,0.5,1,3,-0.5,2.7,-4,25*
COc1ccc(-c2cn3c(C)c(C(=O)NC(C)C)sc3n2)cc1,-5,0,0.9,-8,-2,-1.1,.,-8,-12
Cc1cc(/C=N/n2cnnc2)c(C)n1-c1ccc(OCc2ccc(Cl)cc2)cc1,18,4,7.6,.,43,-1.1,.,-4,i
CCOC(=O)c1cc2c(cn1)[C@@H](CCO)NC2,-4,.,-2.2,-8,2,0.2,1.1,-5,i
CCOc1ccccc1C1CC(c2ccc(F)cc2)Nc2nc(N)nn21 (stereo not given),-6,-1,1.1,11,-6,-0.1,1.5,6,-0.9
CCCCCCN(CCCCCC)C(=O)Cc1c(-c2ccc(F)cc2)[nH]c2ccccc12,10,.,0.2,-9,8,-0.2,0.9,1,0.6
Cc1ccc(CN2CCSc3ccc(C(=O)NCC4CCCO4)cc32)cc1 (stereo not given),.,0,0.4,3,26,-3.6,.,-4,0.9
N#CCc1nn(-c2ccccc2)c2ncnc(N)c12,7,1,0.4,-8,1,-1.2,-1.2,6,i
CCC(C)(C)n1nnnc1CN1CCC(O)(c2cccc(C(F)(F)F)c2)CC1,2,5,-1.5,-7,28,-0.3,.,-3,-0.3
O=C(Nc1ccc2c(c1)OCO2)c1ccc(Cl)nc1,8,1,-1.6,-12,1,-0.4,.,2,3.1
COc1ccccc1-n1cnc2cc(C(=O)NCC3CCCO3)ccc21 (stereo not given),2,2,0.0,-11,0,0.2,.,-3,-0.4
CN(C(=O)COC(=O)CNC(=O)c1sc2ccccc2c1Cl)C1CCS(=O)(=O)C1 (stereo not given),5,.,0.0,-5,12,-0.1,0.1,2,i

# Limited to PfHsp40 rescue and Vc quorum ag, for five of the compounds above:
SMILES	PfHsp40 rescue	Vc quorum ag
CCOc1ccc(C(=O)OCC(=O)N2CCCC2)cc1	0.5	25*
COc1ccc(-c2cn3c(C)c(C(=O)NC(C)C)sc3n2)cc1	0.9	-12
Cc1cc(/C=N/n2cnnc2)c(C)n1-c1ccc(OCc2ccc(Cl)cc2)cc1	7.6	i
CCOC(=O)c1cc2c(cn1)[C@@H](CCO)NC2	-2.2	i
CCOc1ccccc1C1CC(c2ccc(F)cc2)Nc2nc(N)nn21 (stereo not given)	1.1	-0.9

# Sorted by SMILES length (high to low): part of the list above
SMILES,PrPC surface inh,3CLpro inhibitor,PfHsp40 rescue,SSB-PriA inh,Yp Topo-I inh,BoNT-A LC inh2,TcdB GH inh,Anthrax LF inh2,Vc quorum ag
COC(=O)[C@@H]1C[C@H]1[C@@H](NC(=O)c1cc(C)on1)c1ccccc1,3,.,-0.1,17,-10,-0.1,1.0,-10,1.2
CCCCCCN(CCCCCC)C(=O)Cc1c(-c2ccc(F)cc2)[nH]c2ccccc12,10,.,0.2,-9,8,-0.2,0.9,1,0.6
CCOc1ccccc1C1CC(c2ccc(F)cc2)Nc2nc(N)nn21 (stereo not given),-6,-1,1.1,11,-6,-0.1,1.5,6,-0.9

# Next section.
SMILES,PrPC surface inh,3CLpro inhibitor,PfHsp40 rescue,SSB-PriA inh,Yp Topo-I inh,BoNT-A LC inh2,TcdB GH inh,Anthrax LF inh2,Vc quorum ag
COc1ccc(N(C(=O)c2cccc([N+](=O)[O-])c2)S(=O)(=O)c2cccs2)cc1,-5,1,-0.4,1,3,-0.3,-0.5,-6,-0.5
CC1=Nc2cc(C(=O)O)ccc2Sc2ccc(C)cc21,4,3,1.0,-3,-4,0.3,-4.6,-2,-0.4
CCOc1ccc(S(=O)(=O)N2CCCCC2)cc1NC(=O)CN1C(=O)NC(CC)(c2ccccc2)C1=O (stereo not given),6,3,-0.5,8,9,-0.2,-0.5,3,i
COc1ccc(NC(=O)CSc2nnc(Cc3cccn3C)n2-c2ccc(OC)cc2)cc1,-7,1,1.1,4,8,0.2,0.6,-3,-0.2
O=C(CCN1C(=O)c2ccccc2C1=O)Nc1nc2ccccc2s1,12,6,-0.9,-8,-4,-0.2,-12,0,-0.1
O=C(NCCCCNCCCNC(=O)c1ccccc1)c1ccccc1,-9,.,-0.7,-13,-8,-0.6,2.3,0,-0.1
CCOC(=O)CNC(=O)CSc1nnc(SCC(=O)NCC(=O)OCC)s1,-1,2,-0.1,-17,5,-0.4,5.6,-4,-3.8
C=CCN(c1ccccc1)S(=O)(=O)c1cccc(C(=O)NC2CCN(Cc3ccccc3)CC2)c1,-14,.,0.4,4,14,-2.6,-0.6,-1,-1.2
COc1ccc(C(=O)NC2CCN(C(=S)Nc3ccccc3C)CC2)cc1,-4,-3,-0.6,-18,4,0.3,0.3,-8,-1.1
O=C(Nc1ccccn1)C12CC3CC(C1)CC(C(=O)Nc1ccccn1)(C3)C2,-10,-3,2.3,-8,2,0.0,.,-1,i
CC(C)(C)OC(=O)N1CCC(CC2CC(c3ccncc3)=NO2)(C(=O)O)CC1 (stereo not given),0,.,-0.6,-14,3,-0.4,0.7,8,-4.5
Cc1ccc(Nc2c([N+](=O)[O-])c(=O)n(C)c3ccccc23)cc1,-22,0,0.8,9,-5,-0.3,2.3,-2,-0.3
CC1CCc2sc(C(=O)NCc3ccc(F)cc3)cc2C1 (stereo not given),-1,-3,3.9,-13,0,?,.,-5,3.0
O=C(Cn1c(C(F)(F)F)nc2ccccc21)N=Nc1c(O)[nH]c2ccc(Br)cc12,2,3,-2.0,-1,-1,0.2,1.0,0,-0.2
O=C(CCC(=O)N1CCOc2ccccc21)NCc1ccccn1,5,0,0.6,-8,5,-0.6,-0.1,3,-0.3
CC(C)N(C(=O)[C@H]1C[C@H](CC(=O)NC(C)(C)C)C(=O)N2CCc3c([nH]c4cc(CCC(=O)N(C)C)ccc34)[C@]12C)C(C)C,6,.,2.1,-10,21,0.6,-0.2,1,-0.5
C[C@@]12C(=O)N(CC3CCCO3)CC(=O)N1[C@H]1c3cc(Cl)ccc3OC[C@@H]1[C@@H]2c1ccccc1 (stereo not given in full),4,.,-0.8,4,33,0.1,0.5,-1,0.7
Cc1ccc(CNc2ncnc3c2cnn3C2CCCCO2)cc1 (stereo not given),-1,.,1.1,-15,7,-0.2,0.9,-1,-1.7
COc1ccc(NC(=O)C2CCCCN2S(=O)(=O)c2ccccc2)cc1S(=O)(=O)N1CCOCC1 (stereo not given),-1,.,-0.1,3,10,-1.0,1.0,-2,-0.9
C=Cn1cc[n+](CC(=O)c2ccc(Br)cc2)c1,3,-1,1.2,-21,2,-3.2,0.9,-15,-0.5
CCOC(=O)C1CCCN(S(=O)(=O)c2c(C(=O)N3CCCCC3)c(C)n(C)c2C)C1 (stereo not given),2,-11,-0.8,-11,-6,0.8,-0.2,3,-0.1
COc1ccc(OC)c(NC(=O)Nc2ccc(O)c3ccccc23)c1,-14,.,-1.2,9,-2,-4.5,-0.3,8,-0.5
CC(=O)c1ccc(OCCCC(=O)N2CCN(S(=O)(=O)c3ccc(C)cc3C)CC2)cc1,3,.,4.5,-18,48,-0.2,0.7,-6,i
N=c1c2c(ncn1CCCO)Oc1cc(O)ccc1C2c1ccccc1 (stereo not given),-3,2,-0.5,6,-13,0.5,2.8,-1,-0.4
COc1ccc(OC)c(NC(=O)C(CC(C)C)NC(=O)C2CCCCC2)c1 (stereo not given),13,-2,-0.7,-7,-1,0.9,.,-4,12

# In another format: entries from further up
# Results follow in this order: PrPC surface inh | 3CLpro inhibitor | PfHsp40 rescue | SSB-PriA inh | Yp Topo-I inh | BoNT-A LC inh2 | TcdB GH inh | Anthrax LF inh2 | Vc quorum ag
COc1ccc(OC)c(NC(=O)Nc2ccc(O)c3ccccc23)c1
  -14 | . | -1.2 | 9 | -2 | -4.5 | -0.3 | 8 | -0.5
O=C(Nc1ccccn1)C12CC3CC(C1)CC(C(=O)Nc1ccccn1)(C3)C2
  -10 | -3 | 2.3 | -8 | 2 | 0.0 | . | -1 | i
COc1ccc(N(C(=O)c2cccc([N+](=O)[O-])c2)S(=O)(=O)c2cccs2)cc1
  -5 | 1 | -0.4 | 1 | 3 | -0.3 | -0.5 | -6 | -0.5

# Carrying on:
SMILES,PrPC surface inh,3CLpro inhibitor,PfHsp40 rescue,SSB-PriA inh,Yp Topo-I inh,BoNT-A LC inh2,TcdB GH inh,Anthrax LF inh2,Vc quorum ag
O=C(NCCN1CCOCC1)c1cc(-c2cccs2)on1,3,1,0.2,6,1,-0.5,.,-3,i
O=C(CCNC(=O)c1ccco1)Nc1ccc(OC(F)F)c(Cl)c1,4,4,-0.6,1,7,-0.5,-4.7,-7,i
CCOC(=O)c1ccc(NC(=O)c2nc[nH]c2C(=O)NC)cc1,5,.,-1.2,-1,-10,-0.2,0.7,2,i
C[C@H](CO)N1C[C@H](C)[C@@H](CN(C)Cc2ccncc2)Oc2c(NS(=O)(=O)c3ccccc3)cccc2C1=O,0,.,0.3,5,0,0.1,-0.4&0.5,-7,-0.5
Cc1cccnc1NC(=O)c1c(O)c2cccc3c2n(c1=O)CCC3,-1,-3,2.0,-3,-5,0.4,.,-1,i
CC(C)(C)CN1CCN(Cc2c[nH]c3ccccc23)CC1CCO (stereo not given),2,-3,-1.4,-5,-3,?,-0.9,-3,i
COc1cc(-n2c(=O)c3ccccc3n(CC(=O)OCc3ccccc3)c2=O)cc(OC)c1OC,1,0,-1.5,-12,0,-1.4,0.9,-6,0.5
COC(=O)c1ccc(COc2ccc(/C=N/NC(N)=S)cc2)o1,-2,-1,.,.,-2,-0.9,0.7,-12,i
O=C(CNC(=O)c1cccc(F)c1)OCC(=O)N1CCN(C(=O)c2ccco2)CC1,1,1,-0.2,-5,17,0.1,0.5,-5,-0.4
c1ccc(N2CCCCC2)c(Nc2nc3ccccc3n3cnnc23)c1,0,1,0.3,-7,8,1.6,1.0,-10,i
Nn1c(COc2ccccc2F)nnc1SCC(=O)NC1CCS(=O)(=O)C1 (stereo not given),0,.,-0.7,-16,2,1.2,2.1,-1,i
